HIF-2a inh – blocks HIF-2a reporter activity. AID 624352. inhibition, % at 18.8 µM. 360,000 compounds, 0.72% hits. 786-0 RCC cells HIF-2a reporter, luciferase luminescence, overnight;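 active means inhibition of the luminescence signal of 40% or more relative to plate controls, in a single-dose primary screen at 18.75 µM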
NR2E3 ag-1 – activates human photoreceptor nuclear receptor NR2E3; Q9Y5X4; GST-NR2E3/biotin-RetCOR TR-FRET, 1536-well; inhibition of corepressor binding, % at 4.78 µM; 320,000 compounds, 0.12% hits; AID 2300;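 active means percent inhibition above the cutoff of mean plus 3 SD of all tested compounds, set per screening campaign, cut at about 20% in these data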;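 further: 0% = DMSO wells and 100% = biotin wells as full block of FRET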
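Material: NR2E3–RetCOR corepressor complex / Incubation: Compound–protein incubation for 5 h at 4 °C / Dosing: compound at 4.8 µM, single dose / Detection: time-resolved FRET / Benchmarks: high control biotin, low control 0.6% DMSO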
PDI inh – blocks human protein disulfide isomerase activity. 350,000 compounds, 0.052% hits. inhibition, % at 10 µM. P07237. AID 588391. PDI insulin aggregation turbidity, A650, 90 min;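 active means mean inhibition across replicates of 30% or more, whatever share of single replicates reach that level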;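 further: absorbance from insulin aggregation driven by PDI reduction with DTT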
Target sequence (P07237 whole entry, looked up): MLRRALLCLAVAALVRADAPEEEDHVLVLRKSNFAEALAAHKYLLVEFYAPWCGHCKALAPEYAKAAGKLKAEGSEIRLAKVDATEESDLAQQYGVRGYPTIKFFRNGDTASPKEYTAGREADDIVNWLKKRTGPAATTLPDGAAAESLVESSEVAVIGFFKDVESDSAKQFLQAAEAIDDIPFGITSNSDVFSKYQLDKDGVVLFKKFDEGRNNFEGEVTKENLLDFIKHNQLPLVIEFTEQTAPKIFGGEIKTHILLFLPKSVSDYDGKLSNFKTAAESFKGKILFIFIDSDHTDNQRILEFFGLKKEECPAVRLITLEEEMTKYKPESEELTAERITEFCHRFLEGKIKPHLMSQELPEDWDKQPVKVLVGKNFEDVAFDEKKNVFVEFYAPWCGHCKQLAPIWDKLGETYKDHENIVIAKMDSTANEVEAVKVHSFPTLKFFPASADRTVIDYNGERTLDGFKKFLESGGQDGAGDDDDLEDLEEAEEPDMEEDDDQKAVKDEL
CaV13 ICDI inh – Disruptors of the CACNA1D IQ motif to Ca2+-dependent inactivation inhibitor domain association, primary screening, Förster resonance energy transfer in intact living …; 340,000 compounds, 0.098% hits; inhibition, % at 12.3 µM; HEK cells, CFP/YFP FRET ICDI-IQ, plate reader, 10 min; percent FRET-ratio fall versus neutral wells;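 active means mean replicate inhibition of at least 30% and at least 1% of replicates passing that level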;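 further: 0% = median of the neutral control wells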
hiPSC survival – enhancers of human iPSC single-cell survival; hiPSC single-cell survival, ATPlite luminescence; 100% = ROCK inhibitor wells, 0% = DMSO; survival enhancement, % at 20 µM; 360,000 compounds, 0.044% hits; in the data active means survival enhancement above about 18%;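 further: cells exposed to compounds for 16 hours before the ATP read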
TRPM1 prom inh – reduces MITF-dependent TRPM1 promoter luciferase signal. inhibition, % at 12.5 µM. 330,000 compounds, 0.83% hits. SK-MEL-5 TRPM1 promoter luciferase, 24 h. AID 488899;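 active means mean inhibition across replicates of 60% or more, whatever share of single replicates reaches that level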; further: values of inactives mirror those of a sister screen read the other way
H9c2 protect – myocardial damage modulation in H9c2 cells | AID 588492 | H9c2 cardiomyocytes, H2O2 injury protection, ATPLite, 2 h | protection from H2O2 cell death, % at 20 µM | 360,000 compounds, 0.63% hits;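 active means compounds giving at least 50% protection of heart cells from peroxide-induced death in the single-dose screen, raw or plate-pattern-corrected value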;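 further: 0% = DMSO wells with peroxide and 100% = DMSO wells without peroxide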
Peg3 promoter – Peg3 promoter activity inhibition. HeLa PEG-Prom luciferase reporter, luminescence, overnight. inhibition, % at 20 µM. 360,000 compounds, 1.7% hits;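 active means inhibition of at least 50% at 20 µM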
HTR2A ag – agonists of mouse serotonin 5-HT2A receptor (HTR2A). CHO-K1 mHTR2A beta-arrestin complementation, luminescence; percent of 30 µM serotonin response. activation, % at 7.6 µM. 360,000 compounds, 0.66% hits. AID 624169;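 active means activation above a run cutoff, the mean activation of all tested compounds plus 3 SD, cut at about 14% in these data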;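 further: 0% = plate median of compound wells and 100% = 30 µM serotonin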
Target sequence (P35363 whole entry, looked up): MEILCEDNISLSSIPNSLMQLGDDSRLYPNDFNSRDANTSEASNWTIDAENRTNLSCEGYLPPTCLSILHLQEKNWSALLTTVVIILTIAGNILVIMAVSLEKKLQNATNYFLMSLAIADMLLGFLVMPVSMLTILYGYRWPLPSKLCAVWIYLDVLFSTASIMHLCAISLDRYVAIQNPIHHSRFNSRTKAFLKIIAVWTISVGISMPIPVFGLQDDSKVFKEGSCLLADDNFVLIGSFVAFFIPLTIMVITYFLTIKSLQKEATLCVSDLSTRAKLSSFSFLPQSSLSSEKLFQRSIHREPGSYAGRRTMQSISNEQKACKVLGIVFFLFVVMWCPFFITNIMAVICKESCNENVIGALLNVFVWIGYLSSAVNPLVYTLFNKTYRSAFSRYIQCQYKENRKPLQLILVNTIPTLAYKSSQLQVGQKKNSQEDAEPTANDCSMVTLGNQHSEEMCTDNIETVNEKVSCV
NR2E3 ag-2 – human photoreceptor-specific nuclear receptor agonism; Q9Y5X4; CHO-S Gal4-NCOR/VP16-NR2E3 two-hybrid, luciferase; inhibition of corepressor binding, % at 3.98 µM; 360,000 compounds, 0.35% hits; AID 602229;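 active means inhibition above the mean of all tested compounds plus 3 SD, cut at about 70% in these data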;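 further: 0% = DMSO with NR2E3 transfected cells and 100% = cells lacking NR2E3 construct; higher means lower luciferase signal from less NR2E3 corepressor binding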
Shn3 3UTR inh – Schnurri-3 reporter inhibition in Clone20 osteoblasts. Clone20 osteoblast Shn3 3'UTR firefly luciferase, 24 h. inhibition, % at 12.5 µM. 360,000 compounds, 0.52% hits. AID 588674;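 active means mean inhibition of at least 75% with every replicate also reaching 75%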;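 further: 0% = median of neutral control wells and 100% = pilot-screen positive control compound; some compounds past the cut are filed as inactive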
Active calls of the source: *; . = no result given. Some of the compounds tested; count on the stated rates, not on these rows.

canonical_smiles	Peg3 promoter	NR2E3 ag-1	TRPM1 prom inh	NR2E3 ag-2	PDI inh	Shn3 3UTR inh	H9c2 protect	hiPSC survival	HTR2A ag	CaV13 ICDI inh	HIF-2a inh
CC=CC(C)=CC(C)C(=O)CC(O)CC1CC(=O)NC(=O)C1 (stereo not drawn)	35	.	.	37	2	22	-1	4.9	0	-5	30
CC(=NCCCO)c1c(O)n(Cc2ccccc2)c(=O)[nH]c1=O	8	-1	-1	-6	-2	4	13	0.8	-2	-3	11
C[N+]1(CC2COC(c3ccco3)O2)CCCCC1 (stereo not drawn)	1	2	-5	17	3	10	-5	1.0	10	3	17
CC(C)C(=O)Nc1ccc(S(=O)(=O)N2CC3CC(C2)c2cccc(=O)n2C3)cc1 (stereo not drawn)	-2	-1	3	0	13	-10	1	0.2	3	-3	12
CCOP(=S)(OCC)Oc1cc(C)oc(=O)c1	-6	-3	-12	-18	8	-11	-4	-0.5	-1	-5	14
S=P(Nn1cnnc1)(c1ccc(Br)cc1)c1ccc(Br)cc1	20	0	4	-39	5	10	-3	1.3	1	-6	17
Oc1ccccc1C1NCc2ccccc2-n2cccc21 (stereo not drawn)	12	1	9	-15	0	3	-6	0.1	-5	-4	14
CC1NCCC2(O)CCCCC12 (stereo not drawn)	9	1	-3	11	4	-31	-10	-1.3	2	-7	10
C[C@]12CC[C@H]3[C@@H](CCC4=CC(=O)CC[C@@H]43)[C@@H]1CC[C@@H]2O	45	.	26	-18	-4	13	7	-1.4	0	.	9
CSc1ncc(/C=C2/C(=O)NC(=O)N(C)C2=O)cn1	7	0	2	-14	11	0	-2	0.4	3	-1	12
CCCC(C)C(=O)NC1CCSC1=O (stereo not drawn)	20	3	1	26	6	-5	4	-2.1	0	-3	9
COc1ccccc1-n1c(-c2ccoc2)nc2ccccc2c1=O	-4	-1	-5	-29	-4	11	6	-1.1	-2	-5	-4
O=c1[nH]c2ccccc2n1C1CCN(C(c2nnnn2-c2ccc3c(c2)OCCO3)C2CC2)CC1 (stereo not drawn)	78*	.	.	38	.	12	28	2.3	7	-5	7
O=CC(Cl)P(=O)(N1CCCCC1)N1CCCCC1 (stereo not drawn)	17	0	2	16	1	5	0	4.1	-4	-6	15
CCOCCCNC(=O)CN1C2CCC1CC(O)(c1ccc(OC)cc1)C2 (stereo not drawn)	-2	-5	3	9	13	4	1	0.4	0	-8	-4
COc1cccc(OC)c1C(=O)NC(=S)N1C[C@H]2C[C@H](C1)c1cccc(=O)n1C2	9	0	.	-5	.	21	2	-1.3	1	.	-3
Cc1c(C)c2cc(Cl)c(OCC(=O)N3C[C@H]4C[C@@H](C3)c3cccc(=O)n3C4)cc2oc1=O	1	0	8	-18	.	13	-2	2.1	0	.	7
C=CCn1c(O)c(/C=N/NC(=O)c2ccncc2)c(=O)[nH]c1=O	3	3	1	-9	-2	-32	2	0.7	-3	-20	14
O=c1[nH]c(O)c(C=Nc2cc(F)cc(F)c2)c(=O)[nH]1	6	-1	-6	-7	-7	3	6	-0.9	2	-5	10
O=C(c1ccccc1F)c1cn(CC(=O)N2CCCC2)c2ccccc12	4	-2	-10	-19	0	1	6	0.3	-5	-2	21

Reprinted at random: 5 compounds from above
canonical_smiles	Peg3 promoter	NR2E3 ag-1	TRPM1 prom inh	NR2E3 ag-2	PDI inh	Shn3 3UTR inh	H9c2 protect	hiPSC survival	HTR2A ag	CaV13 ICDI inh	HIF-2a inh
Oc1ccccc1C1NCc2ccccc2-n2cccc21 (stereo not drawn)	12	1	9	-15	0	3	-6	0.1	-5	-4	14
CSc1ncc(/C=C2/C(=O)NC(=O)N(C)C2=O)cn1	7	0	2	-14	11	0	-2	0.4	3	-1	12
CC=CC(C)=CC(C)C(=O)CC(O)CC1CC(=O)NC(=O)C1 (stereo not drawn)	35	.	.	37	2	22	-1	4.9	0	-5	30
O=c1[nH]c(O)c(C=Nc2cc(F)cc(F)c2)c(=O)[nH]1	6	-1	-6	-7	-7	3	6	-0.9	2	-5	10
COc1ccccc1-n1c(-c2ccoc2)nc2ccccc2c1=O	-4	-1	-5	-29	-4	11	6	-1.1	-2	-5	-4

New compounds follow
canonical_smiles	Peg3 promoter	NR2E3 ag-1	TRPM1 prom inh	NR2E3 ag-2	PDI inh	Shn3 3UTR inh	H9c2 protect	hiPSC survival	HTR2A ag	CaV13 ICDI inh	HIF-2a inh
CSCc1nnc2n1-c1ccc(Cl)cc1C(c1ccccc1)=NC2	20	2	3	18	8	7	3	-0.5	4	-4	16
COC(=O)C1=C(c2ccc(OC)c(OC)c2)C[C@@H]2CC[C@H]1N2C(=O)NCc1ccco1	8	-1	5	8	-6	0	-3	-1.2	-8	-11	4
COc1ccc(-c2nc(CS(=O)CC(=O)N3CCC4(CC3)OCCO4)c(C)o2)cc1 (stereo not drawn)	13	-1	12	2	-3	-2	1	1.4	2	-5	4
COc1ccccc1N1CCN(Cc2ccc(SC)cc2)CC1	17	2	-4	-20	1	21	-13	-0.4	-8	0	17
CCN(CC)C(=O)c1ccc2c(c1)C1C(Cl)C(Sc3ccccc3[N+](=O)[O-])CC1C(C(=O)O)N2 (stereo not drawn)	15	-6	12	-24	-4	13	12	-0.5	1	.	20
CCCCn1c(=O)c(C(=O)Nc2ccccc2S(N)(=O)=O)c(O)c2ccccc21	-4	3	-12	-45	-2	-35	-14	4.2	4	-8	-59
CCCCC(=O)N/N=C/c1c(O)n(CCc2ccccc2)c(=O)[nH]c1=O	4	-3	.	-20	0	-30	18	0.6	4	-20	18
Cc1nn(Cc2c(Cl)cccc2Cl)c(Cl)c1C(=O)O	11	1	-3	3	2	5	2	1.4	7	-7	6
Cc1nn(Cc2ccccc2)c(C)c1C(=O)OCC(=O)Nc1cc(S(C)(=O)=O)ccc1Cl	2	-2	-13	19	7	4	0	-1.5	3	-6	14
CN1c2ccc([N+](=O)[O-])cc2CC2(C(=O)NC(=O)NC2=O)C1c1ccccc1 (stereo not drawn)	-1	2	-7	12	6	-8	1	4.4	-2	-2	18
CN(C)P(=S)(Nc1ccccc1)C(Cl)(Cl)Cl (stereo not drawn)	15	0	5	5	3	-6	-10	-3.1	1	-5	14
O=C1NC(=S)N(c2ccc(Br)cc2)C(=O)/C1=C/N1CCN(C(=O)c2ccco2)CC1	-4	-2	1	-36	2	2	-3	3.5	1	-20	13
O=C(c1ccccc1)c1ccccc1N=Cc1c(O)[nH]c(=O)[nH]c1=O	6	0	-5	-13	-7	5	1	-0.8	3	-19	7
CN(C)C(Cc1ccccc1)C(=O)c1c[nH]c2ccccc12 (stereo not drawn)	-209	-1	-4	-13	1	4	-2	-0.1	-6	-22	-49
c1ccc(-c2ccc(CN3Cc4ccccc4-n4nncc4C3)cc2)cc1	10	.	.	59	1	83	-24	1.2	-2	-8	-10
O=S(=O)(c1ccccc1)N1Cc2ccccc2-n2nncc2C1	3	.	.	-14	0	14	-2	-1.4	4	-6	3
CC(N)C(=O)c1ccco1 (stereo not drawn)	5	0	3	-24	21	-1	7	4.4	6	1	11
CCc1ccccc1NC(=O)CNC1CCCCC1	6	5	2	-13	9	0	3	-0.2	1	-1	17
Cc1ccc(-c2cc(-c3ccc(C)cc3)[n+](-c3ccc(C(=O)[O-])cc3)c(-c3ccc(C)cc3)c2)cc1	-8	2	12	0	-6	-19	-6	2.1	-4	-6	-29
Cn1c(O)c(/C=N/N2CCOCC2)c(=O)n(C)c1=S	8	-1	16	-6	-7	3	-1	-0.4	2	-5	21

For convenience, some entries already given:
canonical_smiles	Peg3 promoter	NR2E3 ag-1	TRPM1 prom inh	NR2E3 ag-2	PDI inh	Shn3 3UTR inh	H9c2 protect	hiPSC survival	HTR2A ag	CaV13 ICDI inh	HIF-2a inh
Cc1ccc(-c2cc(-c3ccc(C)cc3)[n+](-c3ccc(C(=O)[O-])cc3)c(-c3ccc(C)cc3)c2)cc1	-8	2	12	0	-6	-19	-6	2.1	-4	-6	-29
Cn1c(O)c(/C=N/N2CCOCC2)c(=O)n(C)c1=S	8	-1	16	-6	-7	3	-1	-0.4	2	-5	21

Among those listed so far, 5 contain a furan ring, fused or not.
canonical_smiles	Peg3 promoter	NR2E3 ag-1	TRPM1 prom inh	NR2E3 ag-2	PDI inh	Shn3 3UTR inh	H9c2 protect	hiPSC survival	HTR2A ag	CaV13 ICDI inh	HIF-2a inh
C[N+]1(CC2COC(c3ccco3)O2)CCCCC1 (stereo not drawn)	1	2	-5	17	3	10	-5	1.0	10	3	17
COc1ccccc1-n1c(-c2ccoc2)nc2ccccc2c1=O	-4	-1	-5	-29	-4	11	6	-1.1	-2	-5	-4
COC(=O)C1=C(c2ccc(OC)c(OC)c2)C[C@@H]2CC[C@H]1N2C(=O)NCc1ccco1	8	-1	5	8	-6	0	-3	-1.2	-8	-11	4
O=C1NC(=S)N(c2ccc(Br)cc2)C(=O)/C1=C/N1CCN(C(=O)c2ccco2)CC1	-4	-2	1	-36	2	2	-3	3.5	1	-20	13
CC(N)C(=O)c1ccco1 (stereo not drawn)	5	0	3	-24	21	-1	7	4.4	6	1	11

The listing continues:
canonical_smiles	Peg3 promoter	NR2E3 ag-1	TRPM1 prom inh	NR2E3 ag-2	PDI inh	Shn3 3UTR inh	H9c2 protect	hiPSC survival	HTR2A ag	CaV13 ICDI inh	HIF-2a inh
CCCCCCC(C)(C)c1ccc([C@@H]2C[C@H](O)CC[C@H]2CCCO)c(O)c1	83*	4	9	-4	1	-10	-32	6.1	29*	-6	15
C[N+]12CCC(CC1)C(C#N)(N1CCOCC1)C2 (stereo not drawn)	12	3	1	-4	-6	-2	3	4.8	-1	-3	14
COc1ccc(C(=O)N2C[C@H]3C[C@@H](C2)c2cccc(=O)n2C3)cc1OC	-7	2	-12	10	.	1	-1	-1.1	-1	.	15
Cc1ccc2c(c1)=C/C(=C\c1c(O)[nH]c(=O)[nH]c1=O)C(=O)N=2	22	0	10	0	5	-9	61*	-2.8	3	-4	12
Nc1c(C(=O)NCCc2ccccc2)c2nc3ccccc3nc2n1CCN1CCOCC1	1	6	-45	-42	12	-21	8	-1.3	4	.	-91
CCOC(=O)CNC(=O)CSP(=S)(OCC)OCC	-63	4	21	6	-2	-13	11	2.0	6	-5	11
CCC1(CC)C(=O)NC(=O)N(CCc2ccccn2)C1=O	1	.	1	13	-1	7	3	-0.5	0	-9	-1
CCCCc1ccc2[nH]cc(CCN)c2c1	30	1	-5	-1	2	71	-16	-1.0	26*	-9	8
CC(C)(C)C(=O)N1Cc2ccccc2-n2nncc2C1	-9	.	-9	11	4	1	5	-3.0	1	-7	12
COc1ccc(CN2C(=O)NC(=O)/C(=C\c3ccco3)C2=O)cc1	29	-1	13	-4	6	13	-1	0.9	2	-4	42*
O=C(C1CCN(S(=O)(=O)c2ccccc2)CC1)N1CCC2(CC1)OCCO2	5	-2	-1	11	-6	-22	-8	0.6	-1	-4	11
COc1cccc(C2(O)CCN(Cc3ccncc3)CC2)c1	13	-1	-19	12	2	-11	9	4.5	-2	1	10

Screening results: PubChem, several laboratories
